Screening results as filed in PubChem BioAssay.
ERK AVP inh = qHTS Assay for Inhibitors of the ERK Signaling Pathway using a Homogeneous Screening Assay | HEK293-V1b, vasopressin-stimulated pERK AlphaScreen | Potency, µM (series often up to 57.5 µM), without a hit: at the top dose activity, negative = inhibition, hits mostly inhibitors | actives 0.99% (n = 72,000); further: potency means the concentration at half of the fitted maximal effect; on the % scale 0 is the no-effect control and ±100 the full control effect; nearly all actives have a fitted effect of over 55% in size
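Overnight-seeded V1b-HEK293 cells in 1% FBS got compound, then vasopressin (25 nM final, 5 min, 37C), then lysis buffer. AlphaScreen detection of phospho-ERK; activity normalized to basal and full-stimulation controls.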
Caspase-1 inhib = qHTS Assay for Allosteric/Competitive Inhibitors of Caspase-1; P29466; Caspase-1 enzyme, Ac-WEHD-AFC fluorogenic rate; Potency, µM (titrated, usually from 57.5 µM), for the others: top-dose activity change, negative = inhibition, actives largely listed as inhibitors; actives 0.03% (n = 75,000);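 further: potency means the concentration at half of the fitted maximal effect; plate controls were vehicle for no effect and no substrate for full effect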
Target sequence (P29466 120-297 limits assumed): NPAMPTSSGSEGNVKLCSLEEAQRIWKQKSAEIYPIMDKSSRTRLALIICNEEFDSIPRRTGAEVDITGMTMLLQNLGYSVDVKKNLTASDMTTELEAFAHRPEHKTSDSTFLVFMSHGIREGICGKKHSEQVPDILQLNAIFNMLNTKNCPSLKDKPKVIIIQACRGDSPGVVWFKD
Target sequence (P29466 317-404 limits assumed): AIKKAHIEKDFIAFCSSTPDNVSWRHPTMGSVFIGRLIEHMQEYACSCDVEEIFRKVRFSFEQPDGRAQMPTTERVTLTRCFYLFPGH
HEK293 cAMP ctrl = qHTS Assay for Agonists of the Thyroid Stimulating Hormone Receptor: Activators of Intracellular cAMP Concentrations in Parental HEK 293. Potency, µM (series often up to 57.1 µM), inactives show at the top dose activation, most hits filed as activators. AID 938, 2007. parental HEK293 CNG cAMP sensor, membrane potential fluorescence. actives 2.5% (n = 73,000); further: potency means the concentration at half of the fitted maximal effect; % of control where 0% means no effect; nearly all actives have a fitted effect of over 55% in size
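Parental HEK 293 cells stably expressing a cAMP-gated CNG channel were loaded with membrane potential dye containing 100 uM RO 20-1724 for 60 min. Compound added for 30 min; depolarization read as fluorescence intensity at 590 nm.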
Fluorescein autfl = qHTS Assay for Spectroscopic Profiling in Fluorescein Spectral Region; Compound autofluorescence, 480/540 nm, fluorescein-equivalent; active compounds read high; actives 0.91% (n = 59,000); max fluorescein-equivalent concentration, M; in the data active means max fluorescein-equivalent concentration above about 10 nM; inconclusive means between about 1.1 nM and that limit
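Library compounds, added at multiple concentrations to pH 8.0 Tris buffer (100 mM), incubate 15 min at room temperature before CCD imaging at 480 nm excitation and 540 nm emission.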
FLuc inh = qHTS Assay for Inhibitors of Firefly Luciferase; Potency, µM (doses to about 57.1 µM), for inactives: at the top dose activity change, negative = inhibition, usual class: inhibitors; actives 2.2% (n = 72,000); purified firefly luciferase, luminescence, 8 min; further: potency means the concentration at half of the fitted maximal effect; on the % scale 0 is the no-effect control and ±100 the full control effect; nearly all actives have a fitted effect of over 40% in size
Target sequence (P08659 whole entry, looked up): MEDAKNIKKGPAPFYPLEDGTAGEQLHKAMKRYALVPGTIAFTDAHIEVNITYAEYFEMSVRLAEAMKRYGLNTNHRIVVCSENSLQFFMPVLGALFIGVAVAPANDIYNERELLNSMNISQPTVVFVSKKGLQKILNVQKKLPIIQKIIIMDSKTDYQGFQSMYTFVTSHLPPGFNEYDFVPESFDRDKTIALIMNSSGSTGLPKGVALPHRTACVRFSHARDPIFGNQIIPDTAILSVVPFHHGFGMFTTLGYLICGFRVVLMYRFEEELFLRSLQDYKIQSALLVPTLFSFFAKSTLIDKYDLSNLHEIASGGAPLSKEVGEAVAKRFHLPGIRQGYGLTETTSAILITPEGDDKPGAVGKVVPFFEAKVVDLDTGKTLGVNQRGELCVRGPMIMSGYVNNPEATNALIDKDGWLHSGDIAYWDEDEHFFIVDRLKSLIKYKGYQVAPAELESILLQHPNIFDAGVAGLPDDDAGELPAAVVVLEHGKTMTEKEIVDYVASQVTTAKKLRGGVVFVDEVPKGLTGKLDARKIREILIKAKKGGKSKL
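Luminescence read-out after 8 min at room temperature; enzyme reaction used luciferin plus 10 uM ATP (linear range) in imidazole buffer pH 7.2 with KCl, MgCl2, Tween 20 and BSA. Each sample was run as a titration.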
Rhodamine autofl = qHTS Assay for Spectroscopic Profiling in Rhodamine Spectral Region; max dye-equivalent concentration, M; Rhodamine-region fluorescence, 547/598 nm, Tris buffer; active compounds read high; actives 0.05% (n = 59,000); in the data active means max dye-equivalent concentration above about 11 nM; inconclusive means between about 1.1 nM and that limit
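Intensities are converted to rhodamine-equivalent concentration using a six-point rhodamine standard on each plate. Compounds sit 15 min at room temperature in 100 mM Tris buffer, pH 8.0; read uses the 547/598 nm excitation/emission pair.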
TexasRed autofl = qHTS Assay for Spectroscopic Profiling in Texas Red Spectral Region; Compound fluorescence, Texas Red channel, 547/618 nm; active compounds read high; max dye-equivalent concentration, M; actives 0.06% (n = 59,000); in the data active means max dye-equivalent concentration above about 10 nM; inconclusive means between about 1.1 nM and that limit
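Compound titrations in 100 mM Tris pH 8.0 were incubated 15 min at room temperature and read at 547 nm excitation / 618 nm emission. Texas Red six-point standard curve on each plate converted fluorescence to dye-equivalent concentration.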
Tau fil binding = qHTS Assay for Tau Filament Binding. recombinant tau filaments, thioflavin S fluorescence, 15 h; filaments grown with octadecylsulfate alongside compound. actives 2% (n = 71,000). Potency, µM (doses to about 57.1 µM), inactives show at the top dose activity change, negative = inhibition. Microtubule-associated protein tau (Homo sapiens), P10636;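 further: potency means the concentration at half of the fitted maximal effect; on the % scale 0 is the no-effect control and ±100 the full control effect; actives lower thioflavin S fluorescence by blocking filaments or displacing dye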
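Tau 2 uM in ThS buffer dispensed; compound added; 60 uM ODS added (finals 1 uM tau, 30 uM ODS); 15 h 37 C; fluor ex450/em510.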
Caspase-7 inhib = qHTS Assay for Allosteric/Competitive Inhibitors of Caspase-7; P55210; recombinant caspase-7, Ac-DEVD-AFC fluorescence rate; Potency, µM (doses to about 57.5 µM), for inactives: at the top dose activity change, negative = inhibition, actives largely listed as inhibitors; actives 0.02% (n = 75,000); AID 889, 2007; active means well fitted inhibition curve with a large enough effect in the main read-out, with a control signal flat, not every such curve was filed as active; inconclusive means small, poorly fitted or top-dose-only effect, or a change in a side signal; further: potency means the concentration at half of the fitted maximal effect; % of control where 0% means no effect
USP2a inh = qHTS Assay for Inhibitors of Ubiquitin-specific Protease USP2a | USP2a enzymatic assay, qHTS inhibition | Potency, µM (top dose mostly 38.3 µM), for inactives: at the top dose activity change, negative = inhibition, usual class: inhibitors | Ubiquitin carboxyl-terminal hydrolase 2 (Homo sapiens), O75604 | actives 0.1% (n = 60,000);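 further: potency means the concentration at half of the fitted maximal effect; nearly all actives have a fitted effect of over 60% in size; plate controls were DMSO for no effect and NEM full inhibition control for full effect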
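USP2 core (20 nM final) was preincubated with compound for 30 min at RT in 20 mM Tris-HCl pH 8.0, 2 mM CaCl2, 2 mM beta-mercaptoethanol; Ub-PLA2 (20 nM) plus NBD C6-HPC (20 uM) then added, fluorescence read after 2.5 h.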
HADH2 inh = qHTS Assay for Inhibitors of HADH2 (Hydroxyacyl-Coenzyme A Dehydrogenase, Type II). 3-hydroxyacyl-CoA dehydrogenase type-2 (Homo sapiens), Q99714. Potency, µM (titrated, usually from 57.1 µM), for inactives: at the highest dose activity change, negative = inhibition, actives largely listed as inhibitors. recombinant HADH2, NADH fluorescence, beta-hydroxybutyryl-CoA. actives 3.4% (n = 73,000). AID 886, 2007; further: potency means the concentration at half of the fitted maximal effect; on the % scale 0 is the no-effect control and ±100 the full control effect; nearly all actives have a fitted effect of over 60% in size; many of its hits are not listed in these tables
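NADH fluorescence (ex 360/em 450 nm) read every 30 s for 4 min; activity taken as last-minus-first time point difference. Enzyme 20 nM, NAD+ 1 mM, beta-hydroxybutyryl-CoA 90 uM, pH 9.0 Tris buffer.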
Starred values were filed as active, the others as inactive; i = inactive; ? = inconclusive; nt = no result given; [ ] = dose if it differs, or a comment. Unless noted, the call rests on the fitted dose curve; in most records, active means well fitted curve in the direction sought with a large enough effect; inconclusive means small, poorly fitted or top-dose-only effect, or another doubt; inactive means no such curve, though single readings can be large; an effect the other way counts as inactive or inconclusive. Not all compounds are listed; rates above refer to the full screens.

The opening two entries, to show the layout:
smiles	ERK AVP inh	Caspase-1 inhib	HEK293 cAMP ctrl	Fluorescein autfl	FLuc inh	Rhodamine autofl	TexasRed autofl	Tau fil binding	Caspase-7 inhib	USP2a inh	HADH2 inh
COC(=O)c1ccc(CSc2nnc3ccccn23)o1	11%	1%	10%	i	-1%	i	i	-5%	-1%	-4%	-11%
c1ccc2sc(SCCSc3nc4ccccc4s3)nc2c1	0%[11.5 µM]	1%[11.5 µM]	3%[11.4 µM]	i	-1%[11.4 µM]	i	i	-3%[11.4 µM]	-2%[11.5 µM]	nt	17%[11.4 µM]

Main list, previewed entries included:
smiles	ERK AVP inh	Caspase-1 inhib	HEK293 cAMP ctrl	Fluorescein autfl	FLuc inh	Rhodamine autofl	TexasRed autofl	Tau fil binding	Caspase-7 inhib	USP2a inh	HADH2 inh
COC(=O)c1ccc(CSc2nnc3ccccn23)o1	11%	1%	10%	i	-1%	i	i	-5%	-1%	-4%	-11%
c1ccc2sc(SCCSc3nc4ccccc4s3)nc2c1	0%[11.5 µM]	1%[11.5 µM]	3%[11.4 µM]	i	-1%[11.4 µM]	i	i	-3%[11.4 µM]	-2%[11.5 µM]	nt	17%[11.4 µM]
COc1ccc(N(C)C(=O)CCC(=O)Nc2ccc3nc(N4CCOCC4)cc(C)c3c2)c(OC)c1	?	-3%	5%	i	-7%	i	i	-9%	-2%	20%	25µM*
CCOc1ccccc1N1C(=O)c2ccc(C(=O)Nc3cccnc3)cc2C1=O	-17%	-3%	3%	nt	-1%	nt	nt	3%	1%	nt	-23%
CCOC(=O)c1cccc(NC(=O)CSc2nnc(-c3ccncc3)n2CCCOC)c1	2%	1%	-1%	?	-1%	i	i	-10%	-2%	-11%	-4%
CC(=O)c1c(C)[nH]c(C(=O)OC2CCOC2=O)c1C (configuration not stated)	?	2%	-7%	?	3%	i	i	-15%	7%	-6%	-17%
CCn1c(C)c2c(C)nnc(C)c2c1C	?	?	6%	nt	0%	nt	nt	-15%	-14%	-1%	?
Cc1ccc(S(=O)(=O)NC(=NCC(=O)O)c2ccccc2)cc1	-12%	-2%	2%	nt	1%	nt	nt	-2%	-2%	0%	-2%
Cc1ccc(NC(=O)CN2C(=O)C(C)Oc3ccccc32)nc1 (configuration not stated)	-10%	-3%	19%	i	3%	i	i	-8%	2%	nt	-1%
CCCOC(=O)c1ccc(-c2c(C)noc2-c2ccc(OC)cc2O)o1	7%	-6%	8%	i	1%	i	i	3%	-5%	0%	-9%
CCn1c(N)nc2c1c(=O)n(C)c(=O)n2C	nt	-2%	?	nt	4%	nt	nt	-5%	-1%	nt	8%
CCOc1ccc(S(=O)(=O)N2Cc3ccccc3CC2C(=O)NCCCn2ccnc2)cc1 (configuration not stated)	-4%	2%	18%	i	-1%	i	?	0%	0%	27%	4%
CC1(C)CC(=O)C=C(NCCN2CCN(C(=O)Nc3ccc(Cl)cc3)CC2)C1	1%	-1%	12%	nt	-1%	nt	nt	-4%	-1%	43%[activator]	7%
CCCCOCCOCCSC#N	2%	1%	4%	nt	nt	nt	nt	-11%	0%	nt	3%
COc1ccc2c(c1)c(CC(=O)O)c(C)n2Cc1ccc(Cl)cc1	?	1%	?	?	4%	i	i	10%	0%	12%	13%
COc1ccc(OC)c(C(=O)CSc2nc3cccnc3n2C)c1	-6%	2%	?	?	4%	i	?	-1%	-4%	8%	-23%
Nc1nc(-c2cccnc2)nn1C(=O)CCc1ccccc1	-25%	1%	12%	?	0%	i	?	-2%	0%	-4%	-3%
COc1ccc(CCN2C(=O)CCC2(C)C(=O)NCc2cccnc2)cc1OC (configuration not stated)	23%	2%	-2%	i	-1%	i	i	12%	2%	3%	-1%
COC(=O)/C=C(\C)NC(=O)c1ccccc1Cl	0%	-2%	?	nt	1%	nt	nt	13%	0%	5%	-7%
CC(C)(C)n1nnnc1C(c1cccnc1)N1CCN(C(=O)c2ccco2)CC1 (configuration not stated)	18%	3%	20%	i	-2%	i	?	11%	-1%	5%	-7%
CCOc1ccc2nc(NC(=O)C3CCCN(S(=O)(=O)c4c(C)noc4C)C3)sc2c1 (configuration not stated)	-24%	-2%	-6%[11.4 µM]	nt	-14%	nt	nt	62%	-1%	nt	8%
O=C(Cn1nnc(-c2ccccc2F)n1)Nc1cccc2ncccc12	21%	3%	-6%	?	4%	i	i	-18%	1%	2%	14%
CC(C)(C)C(=O)NC1(C(F)(F)F)C(=O)Nc2c1c(=O)[nH]c(=O)n2Cc1ccco1 (configuration not stated)	-4%	-1%	5%	?	5%	i	i	-5%	-1%	-2%	-5%
CC1(C)Cc2cccc(OCC(O)CNCc3ccccn3)c2O1 (configuration not stated)	51%[activator]	2%	20%	i	1%	i	?	-3%	-1%	-3%	5%
COc1cc(C2Nc3ccccc3C(=O)N2c2ccccc2OC)ccc1O (configuration not stated)	1%	-11%	6%	i	5%	i	i	-5%	-5%	7%	?
Cc1cc(C)n(-c2nc3sc4c(c3c3nnc(SCC(N)=O)n23)CC(C)(C)OC4)n1	-3%	-1%	7%	i	4%	i	i	21%	-2%	15%	?
CCCNS(=O)(=O)c1ccc(CCC(=O)NCc2cccnc2)cc1	-6%	2%	1%	?	3%	i	i	-5%	0%	5%	0%
Cc1ccc2c(c1)nnn2C1CCN(CC(=O)N2c3ccccc3CC2C)CC1 (configuration not stated)	-13%	-2%	15%	i	-1%	i	i	3%	-1%	26%	-4%
O=C1Nc2ccccc2C12OCCCCO2	-3%	0%	-2%	i	1%	i	i	12%	0%	-2%	-5%
O=C(O)CCc1ccc(-c2ccc(Br)cc2)n1CC(=O)O	-16%	-1%	0%[11.4 µM]	nt	3%	nt	nt	-5%[11.4 µM]	-4%	9%[7.66 µM]	-10%[11.4 µM]
CCOC(=O)N1CCN(C(=O)C(CC)n2nc(C)c3sc4ccccc4c3c2=O)CC1 (configuration not stated)	7%	-1%	26%	i	-1%	i	i	0%	1%	19%	8%
CC(=O)O[C@@H]1[C@H]([N+]2(C)CCCCC2)C[C@@H]2[C@@H]3CC[C@@H]4C[C@@H](OC(C)=O)[C@H]([N+]5(C)CCCCC5)C[C@@]4(C)[C@H]3CC[C@]21C	6%	2%	0%	?	1%	i	?	-3%	1%	0%	8%
COC(=O)c1cc(-c2c[nH]c3ccccc23)n[nH]1	-15%	-1%	-5%	i	-6%	i	i	-3%	-1%	2%	1%
CCn1cnc2c1c(=O)n(Cc1csc(-c3ccccc3)n1)c(=O)n2Cc1ccccc1	7%	-3%	11%	?	0%	i	i	18%	-4%	32%[activator]	?
CCOC(=O)CCNC(=O)CNC(=O)OCc1ccccc1	-10%	2%	10%	i	-1%	i	i	-2%	0%	0%	3%
CCOC(=O)c1c(NC(=O)CSc2nc3cccnc3n2C)sc(C(C)=O)c1C	-28%	2%	?	?	0%	i	?	1%	-4%	59%[activator]	3%
CCOc1cc(S(=O)(=O)NCc2ccc3c(c2)OCO3)ccc1F	12%	1%	?	i	1%	i	i	2%	3%	0%	3%
Cc1ccc(C(=O)NC=C(Cl)Cl)cc1	10%	3%	23%	i	-7%	i	?	-11%	0%	-4%	11%
CC(=O)c1ccc(OCC(O)Cn2nnc3ccccc32)cc1 (configuration not stated)	-2%	0%	-23%	nt	-2%	nt	nt	21%	1%	37%[activator]	2%
COc1ccc(-c2noc(-c3ccc(Cl)cc3)n2)cc1	2%	-1%	3%	i	?	i	?	17%	1%	-3%	7%
COc1ccc(S(=O)(=O)Nc2ccc(Cl)cn2)c(C)c1C	6%	0%	20%	i	1%	i	?	5%	-1%[0.00368 µM]	-4%	-3%
CCOC(=O)C1CCN(c2nc(C)nc3c2oc2ccccc23)CC1	12%	0%	6%	?	1%	i	i	-11%	0%	-7%	1%
Cc1ccc(C)c(N2CCN(C(=O)c3ccc(NS(=O)(=O)c4c(C)noc4C)cc3)CC2)c1	19%	-3%	?	i	2%	i	i	-8%	-6%	25%	0%
O=C1c2cccc(O)c2C(=O)c2c(O[C@@H]3O[C@H](CO)[C@@H](O)[C@H](O)[C@@H]3O)cccc21	3%[11.5 µM]	1%[11.5 µM]	7%[11.4 µM]	i	-6%[11.4 µM]	i	i	-7%[11.4 µM]	-3%[11.5 µM]	nt	-25%[11.4 µM]
